Screening data as filed in PubChem BioAssay.
Giardia killer – Giardia lamblia killing; activity change, % at 7.66 µM, hits read low; Giardia lamblia trophozoite viability; 340,000 tested, 0.15% active; in the data active = activity change below about -80%; inconclusive = between about -30% and that limit;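 also: parasites exposed to compound for two days anaerobically before the ATP read; % is scaled to controls: 0 for no effect and ±100 for the full control effect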
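ATP-content bioluminescence gauges trophozoite survival. Cells (100/well) receive compound and incubate anaerobically for 48 hrs at 37 deg C; detection reagent follows for 15-30 min at room temperature.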
BRCA1 expr up – increases BRCA1 expression; Potency, µM (highest dose often 46.1 µM), for the others: at the top dose activation, most hits filed as activators; 380,000 tested, 1.1% active; MCF7-BRCA1-FFLuc reporter, luminescence, 48 h; response scale: scaled: vehicle 0%, 10 µM genistein 100%; AID 624202; also: potency is read from the fitted curve at half-maximal effect; nearly all actives have a fitted effect of over 80% in size; some results filed as inactive show a strong effect at the top dose
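First, MCF7-BRCA1-FFLuc cells (2000/well) attach for 2 h; next, compounds are pin-added and incubated 48 h at 37 °C; finally, luciferase reagent is added and luminescence read after 15 min.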
Gal4-VP16 FLuc – Gal4-VP16 reporter inhibition counter-screen | Drosophila S2 Gal4-VP16 UAS-luciferase, luminescence, 20 h | Potency, µM (highest dose often 53.6 µM), inactives show at the highest dose activity, negative = inhibition, hits mostly inhibitors | 310,000 tested, 3.5% active;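 also: Gal4-VP16 expression switched on by copper sulfate through the metallothionein promoter; potency is read from the fitted curve at half-maximal effect; % is scaled to controls: 0 for no effect and ±100 for the full control effect; nearly all actives have a fitted effect of over 50% in size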
Rab9 prom act – activators of Rab9 promoter. Huh7 Rab9 promoter-luciferase reporter, luminescence, 24 h. Potency, µM (titrated, usually from 9.22 µM), without a hit: at the top dose activation, negative = inhibition, most hits filed as activators. 320,000 tested, 2.8% active; also: potency is read from the fitted curve at half-maximal effect; % of control where 0% means no effect; nearly all actives have a fitted effect of over 60% in size
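Cells were plated at 1500 per well in reduced-serum medium with 10% FBS and left 2 h. Compound in DMSO was then added for 24 h at 37 °C. Reporter signal was read by luminescence after 10 min with luciferase detection reagent.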
PKM2 act – increases activity of human pyruvate kinase M2; purified PKM2, Kinase-Glo ATP luminescence, activation; response scale: 0% is enzyme alone, no compound; AID 1631; 260,000 tested, 0.34% active; Potency, µM (top dose mostly 57.5 µM), for the others: top-dose activation, most hits filed as activators; also: potency is read from the fitted curve at half-maximal effect; % is scaled to controls: 0 for no effect and ±100 for the full control effect; nearly all actives have a fitted effect of over 55% in size
Target sequence (P14618 whole entry, looked up): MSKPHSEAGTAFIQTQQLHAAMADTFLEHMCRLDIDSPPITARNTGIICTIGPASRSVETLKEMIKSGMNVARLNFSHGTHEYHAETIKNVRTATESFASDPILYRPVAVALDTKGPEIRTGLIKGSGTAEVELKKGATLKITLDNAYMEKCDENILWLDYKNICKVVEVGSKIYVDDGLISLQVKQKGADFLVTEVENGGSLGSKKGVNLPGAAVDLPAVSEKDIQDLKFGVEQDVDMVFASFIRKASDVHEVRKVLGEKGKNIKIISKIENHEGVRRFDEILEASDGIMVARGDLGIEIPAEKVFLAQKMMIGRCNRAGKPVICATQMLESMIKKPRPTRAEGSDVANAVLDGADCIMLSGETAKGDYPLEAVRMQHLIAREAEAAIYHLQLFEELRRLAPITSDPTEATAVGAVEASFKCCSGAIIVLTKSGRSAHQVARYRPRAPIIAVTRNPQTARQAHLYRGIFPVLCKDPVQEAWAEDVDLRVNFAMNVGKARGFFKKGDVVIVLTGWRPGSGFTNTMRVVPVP
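hPK-M2, >95% pure; 0.1 mM ADP / 0.5 mM PEP final; imidazole pH7.2 buffer w/ 7 mM MgCl2, 50 mM KCl; 1 h RT; Kinase-Glo lum. Intermediate enzyme activity for dual inhibitor/activator qHTS.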
FLuc modulator – counter-screen for miR-21 project: firefly luciferase inhibitors or activators; P08659; purified FLuc, Km substrates, luminescence inhibition; Potency, µM (doses to about 57.5 µM), for the others: at the highest dose activity change, negative = inhibition, most hits filed as inhibitors; 360,000 tested, 6.9% active;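 also: potency is read from the fitted curve at half-maximal effect; plate controls were vehicle for no effect and reference inhibitor for full effect; nearly all actives have a fitted effect of over 55% in size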
Target sequence (P08659 whole entry, looked up): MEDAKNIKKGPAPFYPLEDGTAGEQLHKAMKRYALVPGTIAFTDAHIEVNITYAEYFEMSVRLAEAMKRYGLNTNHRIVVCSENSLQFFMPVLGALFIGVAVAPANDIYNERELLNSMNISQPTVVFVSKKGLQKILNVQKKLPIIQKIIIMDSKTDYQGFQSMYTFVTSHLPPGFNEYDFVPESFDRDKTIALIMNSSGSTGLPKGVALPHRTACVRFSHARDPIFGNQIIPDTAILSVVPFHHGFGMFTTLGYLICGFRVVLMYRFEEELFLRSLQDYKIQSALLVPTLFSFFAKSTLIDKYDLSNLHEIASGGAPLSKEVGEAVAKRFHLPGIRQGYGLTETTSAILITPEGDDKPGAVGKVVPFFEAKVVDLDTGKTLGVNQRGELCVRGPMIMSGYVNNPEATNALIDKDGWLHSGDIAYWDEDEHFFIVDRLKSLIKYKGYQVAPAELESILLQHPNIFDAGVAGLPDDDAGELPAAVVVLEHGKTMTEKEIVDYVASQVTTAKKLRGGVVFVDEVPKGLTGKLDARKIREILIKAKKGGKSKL
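Biochemical qHTS of compounds, final roughly 60 µM downward over six points, against 10 nM purified firefly luciferase using Km concentrations of substrates (10 uM D-luciferin, 10 uM ATP) in Tris acetate pH 7.5 buffer; luminescence output.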
Menin MLL FP TR – menin-MLL binding inhibition, Texas Red mutant peptide; O00255; Menin + Texas Red MLL mutant peptide, fluorescence polarization; 270,000 tested, 0.23% active; AID 1768; Potency, µM (top dose mostly 61.6 µM), without a hit: top-dose FP activity change, negative = inhibition, hits mostly inhibitors; active = well fitted inhibition curve with a large enough effect in the polarisation, with a control signal flat, not every such curve was filed as active; inconclusive = small, poorly fitted or top-dose-only effect, or effect the other way, or a change in a side signal; inactive = no such curve, though single readings can be large or run the other way; the % refers to the polarisation; also: potency is read from the fitted curve at half-maximal effect; % of control where 0% means no effect; many of its hits are not listed in these tables
NPC1 promoter act – activators of NPC1 promoter | Huh7 NPC1 promoter luciferase reporter, 24 h | Potency, µM (highest dose often 9.22 µM), for the others: at the highest dose activation, hits mostly activators | 320,000 tested, 2.4% active | AID 485313;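 also: potency is read from the fitted curve at half-maximal effect; % of control where 0% means no effect; nearly all actives have a fitted effect of over 60% in size; reporter is driven by a mutant NPC1 promoter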
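NPC1 promoter–luciferase Huh7 cells; 24 h compound; luminescence.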
ELG1 genotoxic – induces genotoxicity in HEK293T cells with luciferase-tagged ELG1 | HEK293T ELG1-luciferase reporter, luminescence, 16 h | Potency, µM (highest dose often 46 µM), inactives show at the top dose activity change, positive = activation, hits mostly activators | AID 504466 | 330,000 tested, 1.3% active; also: potency is read from the fitted curve at half-maximal effect; % of control where 0% means no effect; nearly all actives have a fitted effect of over 60% in size
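After overnight (16 hr) compound treatment at 37 °C, ELG1-luciferase HEK293T cells were lysed with ONE-Glo; luminescence quantified 30 min later at room temperature.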
p53 reactivation – mutant p53 re-activation in reporter cells. H1299 p53-A138V BP100-luciferase reporter, luminescence, 24 h. Potency, µM (highest dose often 92.2 µM), for the others: top-dose activity change, positive = activation, most hits filed as activators. 320,000 tested, 0.063% active. AID 504706; also: potency is read from the fitted curve at half-maximal effect; % of control where 0% means no effect; nearly all actives have a fitted effect of over 45% in size
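H1299 (p53-null), stable ts p53-A138V + BP100-Luc; 1000 cells/well, Opti-MEM/10% FBS; cpd 4 pt, 1:5; 24 h, 37 deg C, 5% CO2; detection reagent 10 min RT; luminescence.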
RORgamma inh – inhibitors of mouse ROR gamma transcriptional activity; AID 2551; Drosophila S2 Gal4-RORgamma UAS-luciferase reporter, 20 h; Potency, µM (titrated, usually from 53.6 µM), inactives show top-dose activity change, negative = inhibition, hits mostly inhibitors; P51450; 310,000 tested, 5.4% active; also: potency is read from the fitted curve at half-maximal effect; % is scaled to controls: 0 for no effect and ±100 for the full control effect; nearly all actives have a fitted effect of over 60% in size
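Compounds are pin-transferred onto Drosophila Schneider cells expressing a copper-inducible Gal4–ROR gamma transactivation domain fusion. After 1 hr, copper sulfate is added to 700 uM final; luciferase is read 20 hr later.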
An asterisk follows results filed as active; ? = inconclusive; . = not tested or not shown; [ ] = remark or other dose. Unless noted, calls follow the shape of the dose curve; as a rule, active = well fitted curve in the direction sought with a large enough effect; inconclusive = small, poorly fitted or top-dose-only effect, or another doubt; inactive = no such curve, though single readings can be large; an effect the other way counts as inactive or inconclusive. These rows are one share of the data; count on the stated rates, not on these rows.

Start of the data: the first five compounds, ahead of the listing:
SMILES | Giardia killer | BRCA1 expr up | Gal4-VP16 FLuc | Rab9 prom act | PKM2 act | FLuc modulator | Menin MLL FP TR | NPC1 promoter act | ELG1 genotoxic | p53 reactivation | RORgamma inh
Cc1cccc(N/C=C(\[N+](=O)[O-])S(=O)(=O)c2ccccc2)c1 | 6 | 15% | 4% | -4% | 0% | -12% | 12% | 6% | 2% | 0% | -31%
CC(=O)c1cccc(NC(=O)CN(c2cccc(F)c2)S(C)(=O)=O)c1 | -10 | -2% | . | 2% | 5% | 13% | -12% | -5% | 3% | 0% | -13%[0.365 µM]
O=C(COC(=O)c1ccc(Cl)cc1)NC1CCCCCC1 | 15 | -14% | . | -4% | . | -1% | . | -2% | 1% | -8% | .
Cc1ccc(C(=O)OCC(=O)NNC(=O)COc2ccc(Cl)cc2)c(O)c1 | -26 | -11% | . | -3% | . | 1% | . | -6% | . | . | .
CC(C)(C)NC(=O)NC(=O)COC(=O)CNC(=O)c1cccc(F)c1 | -10 | -12% | -2% | -4% | 4% | 0% | -16% | 1% | 3% | -1% | -3%

Main list (from the top)
SMILES | Giardia killer | BRCA1 expr up | Gal4-VP16 FLuc | Rab9 prom act | PKM2 act | FLuc modulator | Menin MLL FP TR | NPC1 promoter act | ELG1 genotoxic | p53 reactivation | RORgamma inh
Cc1cccc(N/C=C(\[N+](=O)[O-])S(=O)(=O)c2ccccc2)c1 | 6 | 15% | 4% | -4% | 0% | -12% | 12% | 6% | 2% | 0% | -31%
CC(=O)c1cccc(NC(=O)CN(c2cccc(F)c2)S(C)(=O)=O)c1 | -10 | -2% | . | 2% | 5% | 13% | -12% | -5% | 3% | 0% | -13%[0.365 µM]
O=C(COC(=O)c1ccc(Cl)cc1)NC1CCCCCC1 | 15 | -14% | . | -4% | . | -1% | . | -2% | 1% | -8% | .
Cc1ccc(C(=O)OCC(=O)NNC(=O)COc2ccc(Cl)cc2)c(O)c1 | -26 | -11% | . | -3% | . | 1% | . | -6% | . | . | .
CC(C)(C)NC(=O)NC(=O)COC(=O)CNC(=O)c1cccc(F)c1 | -10 | -12% | -2% | -4% | 4% | 0% | -16% | 1% | 3% | -1% | -3%
Cn1c(N)c(C(=O)CSc2ncn[nH]2)c(=O)n(C)c1=O | -6 | -1% | -3% | -1% | 8% | -1% | . | 0% | 0% | -2% | 2%
N#Cc1ccc(-c2c(-c3ccccc3)ncc3cc(F)ccc23)cc1 | ? | 31% | . | 0% | . | ? | . | 8% | -6% | -3% | .
COc1ccc(-c2cn3cc(C)ccc3n2)cc1Br | ? | -10% | 7.1µM* | 1.3µM* | -13% | 0.48µM* | 15% | 0.89µM* | ? | ? | ?
Cc1cc(C)nc(NC(=O)c2c(C(=O)O)noc2C)n1 | 7 | 19% | -3% | 2% | 2% | -5% | -13% | -6% | 0% | 6% | 21%
Cc1ccc(NS(=O)(=O)c2cc(NC(=O)C(C)Oc3ccccc3)ccc2C)c(C)c1 (centres undefined) | 16 | -58% | -7% | -3% | 2% | 0% | -9% | 2% | -6% | 4% | 1%[10 µM]
Cc1cc(Cl)ccc1NC(=O)CN1CCCC1 | 7 | 7% | -7% | 0% | 0% | 6% | 57%[activator] | -7% | 0% | . | -12%
O=C(CCCN1C(=O)c2ccccc2C1=O)Nc1ccccn1 | -11 | 2% | -7% | -6% | 9% | 1% | -12% | 0% | 0% | -3% | -14%
CCC(C)[C@H](Nc1nc(-c2ccccc2)nc2c1oc1ccccc12)C(=O)O (some centres undefined) | -21 | -30% | -15% | -9% | 1% | -11% | ? | -5% | 0% | 0% | 13%
CCOc1ccc(NC(=O)CCC(=O)Oc2ccc(C)cc2)cc1 | 2 | 13% | -13% | 2% | . | 2% | ? | -2% | 2% | 6% | -11%
Cc1nn(C(=O)c2ccccc2)c2c1C(=O)CC(C)(C)C2 | -21 | 2% | -4% | -7% | -2% | ? | -15% | -2% | 8% | 7% | 26%
Cc1cccc(N2CCN(CC(=O)Nc3ccc(-n4cnnn4)cc3)CC2)c1C | -6 | 11% | -6% | 0% | 0% | 0% | -5% | -3% | -2% | -3% | -20%
COCCn1c(C)cc(C(=O)COC(=O)c2ccc(Cl)c(S(N)(=O)=O)c2)c1C | ? | ? | . | 0.5µM* | . | 0.76µM* | . | 0.5µM* | 0.58µM* | 3% | .
COc1ccccc1CC(=O)Nc1ncc(C)s1 | -5 | 20% | 14% | -2% | 1% | 5% | -7% | -5% | 1% | . | -20%
N#Cc1cnn(CC2CCCCC2)c1N | 6 | -2% | -3% | 2% | ? | -1% | -2% | -3% | 1% | 6% | 25%
Cc1ccc(NC2=C([N+](=O)[O-])CS(=O)(=O)C2)cc1 | -4 | 57% | 14% | 13% | 5% | 13µM* | -2% | 8% | 26% | 20% | -6%
COC(=O)c1cc(-c2cccc(OC)c2)on1 | 10 | -2% | 2% | -3% | -6% | 12µM* | -3% | -2% | 2% | -27% | -23%
Cc1ccc(S(=O)(=O)Nc2cccc(C(=O)Nc3cc(C)ccn3)c2)cc1 | . | . | 10% | -4% | -1% | -10% | 5% | 9% | -2% | 2% | 42%
CN(C)C(=S)Nc1cccc(F)c1 | 0 | 2% | 2% | -1% | 4% | 0% | . | -1% | -7% | -1% | 17%
CN(C)c1oc(-c2ccccc2F)nc1C#N | -27 | 0% | -4% | 0% | -10% | 0% | -5% | -4% | 7% | -2% | -23%
CC(=O)Nc1cccc(/C(C)=N/NC(N)=S)c1 | -8 | 1% | 11% | 0% | -21% | -3% | 5% | -2% | 1% | -1% | ?
Next results follow:
SMILES | Giardia killer | BRCA1 expr up | Gal4-VP16 FLuc | Rab9 prom act | PKM2 act | FLuc modulator | Menin MLL FP TR | NPC1 promoter act | ELG1 genotoxic | p53 reactivation | RORgamma inh
Cc1ccc(CN2CCCOCCS2(=O)=O)cc1 | 35[activator] | -3% | -5% | 0% | -1% | 0% | 4% | 2% | 1% | . | 4%
COc1ccc(S(=O)(=O)NCc2c(-c3ccccc3)noc2C)c(OC)c1 | 6 | -13% | -4% | 10% | 28µM* | -1% | . | 0% | 0% | 1% | 22%
CCOC(=O)C1C(=O)CC(C)(O)C(C(=O)OCC)C1c1ccc(Br)o1 (centres undefined) | -2 | -20% | -1% | -2% | -21% | 2% | -8% | 0% | -1% | 3% | -21%
COc1ccc(CN2CCN(S(=O)(=O)c3ccc(F)cc3)CC2)cc1OC | 7 | -45% | -4% | 10% | -4% | 1% | -1% | 2% | -2% | -11% | 25%
Cc1c(NC(=O)/C(C#N)=C/c2ccc(-c3ccccc3Cl)o2)c(=O)n(-c2ccccc2)n1C | -10 | -32% | -4% | -4% | 7% | ? | -5% | -9% | -8% | -11% | 26%
O=c1[nH]ncc(N2CCN(C(c3ccccc3)c3ccccc3)CC2)c1Cl | 8 | -15% | 2% | -2% | 2% | 0% | -10% | -4% | -5% | -19% | -14%
O=C(CCC1CCCN(C(=O)CCCc2ccccc2)C1)N1CCN(c2ccccn2)CC1 (centres undefined) | -12 | 8% | -14% | 2% | -4% | -18% | . | 2% | -10% | 2% | 39%
COC(=O)c1ccc(CSc2ncnc3c2nnn3-c2ccc(F)cc2)o1 | 14 | 21% | -1% | -9% | -1% | 8.5µM* | 30% | 3% | 3% | ? | 25%
Cc1cc(N)ccc1NC(=O)CN1CCCC1 | 3 | 5% | 0% | -3% | . | 0% | 0% | 3% | -1% | 7% | -21%
COc1cc(CN(C)Cc2nc3cc(C(F)(F)F)ccc3c(=O)[nH]2)ccc1OC(F)F | -27 | -16% | ? | -2% | -3% | -5% | 4% | -1% | -6% | -5% | ?
CCCc1ncc(C(O)c2cccc(OC)c2)n1C (centres undefined) | 7 | 11% | 0% | 4% | ? | 0% | . | -4% | 0% | -3% | -2%
CC(=O)c1ccc(S(=O)(=O)NCCC(=O)OCC(=O)NCCc2ccccc2)cc1 | -12 | -14% | 6% | -5% | -7% | 0% | . | -3% | -7% | 2% | -4%
Cc1nnc(SCC(N)=O)n1CC1CCCO1 (centres undefined) | 9 | -5% | 3% | -10% | -3% | 3% | 12% | 0% | 2% | 1% | 1%
CCCCCCn1c(CN2CCN(C(=O)c3ccco3)CC2)nc2c1c(=O)n(C)c(=O)n2C | -2 | -16% | 4% | -2% | -7% | 0% | 1% | -3% | -1% | -5% | ?
O=C(Cc1ccccc1)NNC(=O)Nc1ccc(Cl)c(Cl)c1 | 7 | -17% | 19% | -9% | 1% | 0% | -9% | -2% | -6% | 3% | 43%
